TrxR1 substrate: qHTS Assay for Substrates of Mammalian Selenoprotein Thioredoxin Reductase 1 (TrxR1): qHTS; Thioredoxin reductase 1, cytoplasmic (Rattus norvegicus), O89049; purified TrxR1 substrate turnover, NADPH consumption readout; Potency, µM (highest dose often 114 µM), inactives show at the top dose activity change, negative = substrate turnover; actives 0.01% (n = 390,000); AID 588456, 2011; further: potency means the concentration at half of the fitted maximal effect; on the % scale 0 is the no-effect control and ±100 the full control effect; nearly all actives have a fitted effect of over 50% in size
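Rat TrxR1, dispensed at 90 nM, was prereduced with 400 uM NADPH (final) for 5 min at ~22 deg C, then incubated with compound 15 min before 400 uM selenite. A first-read NADPH fluorescence drop versus no-compound background flagged substrates.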
TrxR1 inh: qHTS Assay for Inhibitors of Mammalian Selenoprotein Thioredoxin Reductase 1 (TrxR1): qHTS | Potency, µM (doses to about 114 µM), without a hit: top-dose activity change, negative = inhibition, usual class: inhibitors | Thioredoxin reductase 1, cytoplasmic (Rattus norvegicus), O89049 | actives 1% (n = 390,000) | recombinant rTrxR1, NADPH fluorescence consumption, selenite substrate | AID 588453, 2011; further: potency means the concentration at half of the fitted maximal effect; on the % scale 0 is the no-effect control and ±100 the full control effect; nearly all actives have a fitted effect of over 65% in size
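Rat TrxR1 (90 nM in the dispensed reagent) was pre-reduced with 400 uM NADPH for 5 min at room temperature, then incubated with compound for 15 min. After 400 uM selenite was added, NADPH fluorescence (Ex 340/Em 450 nm) was followed for 8 min.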
TRHR PAM: qHTS for Small Molecule Agonists and Allosteric Enhancers of Human TRH Receptor: Primary Screen for Enhancers; TRHR cells, fluo-8 calcium fluorescence, EC20 TRH enhancement; actives 0.66% (n = 360,000); enhancement, % at 2 µM; in the data active means enhancement above about 30%; further: 0% is about no effect
Target sequence (P34981 whole entry, looked up): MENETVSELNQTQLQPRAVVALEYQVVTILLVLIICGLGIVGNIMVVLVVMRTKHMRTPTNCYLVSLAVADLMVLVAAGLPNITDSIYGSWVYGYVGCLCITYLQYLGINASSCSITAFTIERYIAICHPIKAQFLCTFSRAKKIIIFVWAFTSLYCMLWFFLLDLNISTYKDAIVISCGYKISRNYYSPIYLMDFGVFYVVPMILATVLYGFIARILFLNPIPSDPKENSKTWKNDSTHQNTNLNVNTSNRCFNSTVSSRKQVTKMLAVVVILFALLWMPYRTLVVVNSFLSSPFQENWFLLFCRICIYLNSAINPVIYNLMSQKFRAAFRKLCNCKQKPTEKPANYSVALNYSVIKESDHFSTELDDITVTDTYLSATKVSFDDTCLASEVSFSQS
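TRHR-expressing cells loaded with fluo-8 calcium dye were read kinetically (ex 480/em 530) during compound addition, then stimulated with an EC20 of TRH (10 nM final). Enhancement of the Gq-mediated intracellular calcium response was scored.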
USP1 inh: Inhibitors of USP1/UAF1: Primary Screen. Ubiquitin carboxyl-terminal hydrolase 1 (Homo sapiens), O94782. recombinant USP1/UAF1, Ub-Rhodamine cleavage fluorescence. Potency, µM (highest dose often 57.1 µM), inactives show top-dose activity change, negative = inhibition, usual class: inhibitors. actives 0.23% (n = 390,000). AID 743255, 2014; further: potency means the concentration at half of the fitted maximal effect; on the % scale 0 is the no-effect control and ±100 the full control effect; nearly all actives have a fitted effect of over 60% in size; inactives centre near -12
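USP1/UAF1 complex at 1 nM was preincubated with compound for 15 min at room temperature, then Ub-Rho substrate (150nM final) was added. Fluorescence (480/540 nm) was read kinetically, 6 reads every 60 seconds.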
Pin1 inhibitor: qHTS Assay to Find Inhibitors of Pin1; Pin1 FP peptide displacement, HiFluor488, 10 min; Potency, µM (titrated, usually from 115 µM), for the others: at the top dose activity, negative = inhibition, most hits filed as inhibitors; Peptidyl-prolyl cis-trans isomerase NIMA-interacting 1 (Homo sapiens), Q13526; actives 0.009% (n = 390,000); active means well fitted inhibition curve with a large enough effect in the polarisation, with a control signal flat, not every such curve was filed as active; inconclusive means small, poorly fitted or top-dose-only effect, or effect the other way, or a change in a side signal; inactive means no such curve, though single readings can be large or run the other way; the % refers to the polarisation; further: potency means the concentration at half of the fitted maximal effect; on the % scale 0 is the no-effect control and ±100 the full control effect
Target sequence (Q13526 whole entry, looked up): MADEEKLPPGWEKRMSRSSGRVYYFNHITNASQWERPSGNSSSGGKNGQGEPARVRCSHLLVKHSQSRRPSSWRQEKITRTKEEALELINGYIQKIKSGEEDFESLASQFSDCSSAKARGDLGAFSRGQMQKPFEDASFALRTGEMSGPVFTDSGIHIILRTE
TRHR agonist: qHTS for Small Molecule Agonists and Allosteric Enhancers of Human TRH Receptor: Primary Screen for Agonists; Thyrotropin-releasing hormone receptor (Homo sapiens), P34981; TRHR cells, calcium flux fluo-8, FDSS agonist mode; activation, % at 2 µM; actives 0.18% (n = 360,000); AID 493084, 2011; in the data active means activation above about 30%; further: 0% is about no effect
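Fluo-8-loaded TRHR cells; 10 s baseline, compound added, kinetic Ca2+ fluorescence read 1/s, agonist mode.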
D2 antagonist: HTS Assay for Allosteric Antagonists of the Human D2 Dopamine Receptor: Primary Screen for Antagonists | actives 2% (n = 340,000) | inhibition, % at 10 µM | HEK293 TREx D2 cells, calcium flux, dopamine EC80; in the data active means inhibition above about 30%; further: 0% is about no effect
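Tetracycline-induced HEK293 TREx cells expressing D2 receptor forced-coupled to calcium signalling, loaded with no-wash calcium dye. Compounds added and calcium flux read 180 s, then dopamine added at EC80 and read a further 180 s.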
mIDH1 inhibitor: qHTS for Inhibitors of mutant isocitrate dehydrogenase 1 (IDH1): qHTS | Isocitrate dehydrogenase [NADP] cytoplasmic (Homo sapiens), O75874 | IDH1-R132H enzyme, NADPH consumption, diaphorase/resazurin fluorescence | Potency, µM (top dose mostly 76.6 µM), for the others: at the highest dose activity change, negative = inhibition, most hits filed as inhibitors | actives 0.093% (n = 390,000); further: potency means the concentration at half of the fitted maximal effect; on the % scale 0 is the no-effect control and ±100 the full control effect; nearly all actives have a fitted effect of over 65% in size
Target sequence (O75874 whole entry R132H, stated change not applied): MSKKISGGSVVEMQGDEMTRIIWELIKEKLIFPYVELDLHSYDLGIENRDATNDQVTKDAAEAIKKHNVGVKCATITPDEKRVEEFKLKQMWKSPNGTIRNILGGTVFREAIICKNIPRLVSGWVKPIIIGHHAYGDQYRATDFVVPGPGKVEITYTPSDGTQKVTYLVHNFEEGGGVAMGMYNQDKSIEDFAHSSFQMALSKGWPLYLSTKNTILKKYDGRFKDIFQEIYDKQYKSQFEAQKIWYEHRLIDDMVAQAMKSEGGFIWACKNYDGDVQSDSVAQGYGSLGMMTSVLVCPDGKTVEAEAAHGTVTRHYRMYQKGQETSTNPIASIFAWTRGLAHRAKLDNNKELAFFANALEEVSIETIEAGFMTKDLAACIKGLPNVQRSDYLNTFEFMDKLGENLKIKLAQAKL
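IDH1-R132H (0.5 ug/mL) preincubated 30 min with compound, then NADPH (0.016 mM) and alpha-KG (2 mM) added; 80 min at RT, pH 7.5. Remaining NADPH coupled via diaphorase/resazurin to fluorescence (540/590 nm); concentration-response curves normalized to no-enzyme control.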
D2 agonist: HTS Assay for Allosteric Agonists of the Human D2 Dopamine Receptor: Primary Screen for Agonists. D(2) dopamine receptor (Homo sapiens), P14416. actives 0.53% (n = 340,000). activation, % at 2 µM. HEK293 T-REx D2 cells, calcium flux agonist mode;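 active means activation over 3 SD above normal in the single-dose calcium agonist read, cut at about 30% in these data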; further: 0% is about no effect
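Calcium-flux readout, 1 cycle/sec over 180 s following compound pin transfer, in inducible HEK293 Trex D2 cells (force-coupled); dopamine controls included. Positive calcium responses during this window marked compounds as potential agonists.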
* marks the source's active call; other numbers are inactive results; [ ] = dose if it differs, or a comment. Unless noted, the call rests on the fitted dose curve; in most records, active means well fitted inhibition curve with a large enough effect; inconclusive means small, poorly fitted or top-dose-only effect; inactive means no such curve, though single readings can be large or run the other way. These rows are one share of the data; rates above refer to the full screens.

How did O=C(/C=C/c1cccc([N+](=O)[O-])c1)NCC1CCCO1 (stereo unspecified) do in these assays?
TrxR1 substrate: -7%; TrxR1 inh: 0%; TRHR PAM: 0; USP1 inh: -5%; Pin1 inhibitor: 0%; TRHR agonist: -0.8; D2 antagonist: 60*; mIDH1 inhibitor: 3%; D2 agonist: -1.2

Results for CN(C(=O)c1cc(-n2cnnc2)ccc1Cl)c1ccccc1 ?
TrxR1 substrate: -8%; TrxR1 inh: -17%; TRHR PAM: 3; USP1 inh: 5%; Pin1 inhibitor: 5%; TRHR agonist: -0.9; D2 antagonist: 2; mIDH1 inhibitor: 3%; D2 agonist: -0.3

What do the screens show for `CN(c1ccccc1)c1nc(N2CCCC2)nc(-n2ccnc2)n1`?
TrxR1 substrate: -1%; TrxR1 inh: 1%; TRHR PAM: 2; USP1 inh: -24%; Pin1 inhibitor: 1%; TRHR agonist: 1.4; mIDH1 inhibitor: -18%

How did CCOC(=O)CSc1nnc(CNc2ccc(Cl)cc2)n1-c1ccccc1 do in these assays?
TrxR1 substrate: 0%; TrxR1 inh: 4%; TRHR PAM: 18; USP1 inh: -4%; Pin1 inhibitor: -6%; TRHR agonist: -0.1; D2 antagonist: 3; mIDH1 inhibitor: 6%; D2 agonist: -0.8

How did Cc1nc(-c2cccc(NC(=O)c3cccc(S(=O)(=O)N4CCCC4)c3)c2)cs1 do in these assays?
TrxR1 substrate: -4%; TrxR1 inh: -17%; TRHR PAM: -1; USP1 inh: -26%; Pin1 inhibitor: 15%; TRHR agonist: -0.2; D2 antagonist: 15; mIDH1 inhibitor: 14%; D2 agonist: -0.2

Results for Nc1cccc(N2C(=O)c3cccc4c(N)ccc(c34)C2=O)c1 ?
TrxR1 substrate: -4%; TrxR1 inh: 21%; TRHR PAM: 13; USP1 inh: 28µM*; TRHR agonist: 127*; D2 antagonist: -18; mIDH1 inhibitor: 8%; D2 agonist: 49*

What do the screens show for `COc1ccc(CCC(=O)N2CCN(C(=O)c3ccccc3)CC2)cc1`?
TrxR1 substrate: 8%; TrxR1 inh: -6%; TRHR PAM: -1; USP1 inh: -25%; Pin1 inhibitor: 0%; TRHR agonist: 0.0; D2 antagonist: 14; mIDH1 inhibitor: -10%; D2 agonist: -0.9

Results for CCOC(=O)N/N=C\c1ccc(OC(=O)c2ccco2)cc1 ?
TrxR1 substrate: 4%[57.1 µM]; TrxR1 inh: 7%[57.1 µM]; TRHR PAM: -9; USP1 inh: -15%; Pin1 inhibitor: -2%; TRHR agonist: -1.4; D2 antagonist: 2; mIDH1 inhibitor: -1%; D2 agonist: -1.7

What do the screens show for `NNC(=O)c1oc2nc(-c3cccs3)cc(-c3ccco3)c2c1N`?
TRHR PAM: -5; TRHR agonist: 2.3; D2 antagonist: -9; D2 agonist: 2.3

How did CCCCNC(=O)c1ccccc1NC(=O)CCSc1ccccc1 do in these assays?
TrxR1 substrate: -7%; TrxR1 inh: -2%; TRHR PAM: 21; USP1 inh: -19%; Pin1 inhibitor: inconclusive; TRHR agonist: -1.0; D2 antagonist: -17; mIDH1 inhibitor: 1%; D2 agonist: -1.5

Results for CN(Cc1ccc2c(c1)OCCO2)C(=O)CN1C(=O)NC2(CCCCC2)C1=O ?
TrxR1 substrate: 1%; TrxR1 inh: 16%; TRHR PAM: -5; USP1 inh: -18%; Pin1 inhibitor: 0%; TRHR agonist: -0.3; D2 antagonist: -7; mIDH1 inhibitor: 2%; D2 agonist: -0.4

How did Cc1ccc(C(=O)OC2OC(=O)C(Cl)=C2N2CCOCC2)cc1 (stereo unspecified) do in these assays?
TrxR1 substrate: 8%[57.1 µM]; TrxR1 inh: 6%[57.1 µM]; TRHR PAM: 30*; USP1 inh: -5%; Pin1 inhibitor: -1%; TRHR agonist: 0.6; mIDH1 inhibitor: 6%

How did COc1ccc(N2CC(NS(=O)(=O)c3ccc4ccccc4c3)CC2=O)cc1 (stereo unspecified) do in these assays?
TrxR1 substrate: 6%[57.1 µM]; TrxR1 inh: 11%[57.1 µM]; TRHR PAM: 2; USP1 inh: -9%; Pin1 inhibitor: -4%; TRHR agonist: 2.1; D2 antagonist: 17; mIDH1 inhibitor: -2%; D2 agonist: 0.1

What do the screens show for `CC(C)(C)c1ccc(S(=O)(=O)NCc2nc3cccnc3n2Cc2ccccc2Cl)cc1`?
TrxR1 substrate: -3%[57.1 µM]; TrxR1 inh: 14%[57.1 µM]; TRHR PAM: -1; USP1 inh: -10%; Pin1 inhibitor: 9%; TRHR agonist: -0.2; mIDH1 inhibitor: -12%

Results for COc1ccc(-c2nc(NC(=O)CSc3nnc(C)s3)ns2)cc1 ?
TrxR1 substrate: 49%[activator]; TrxR1 inh: 43%[activator]; TRHR PAM: -5; USP1 inh: -18%; Pin1 inhibitor: 28%; TRHR agonist: -1.5; D2 antagonist: -4; mIDH1 inhibitor: 5%; D2 agonist: -0.4

How did COCCNC(=O)C(c1ccc(F)cc1)N(Cc1cccs1)C(=O)CCC(=O)Nc1ccccn1 (stereo unspecified) do in these assays?
TrxR1 substrate: 0%; TrxR1 inh: 9%; TRHR PAM: -4; USP1 inh: -8%; Pin1 inhibitor: 2%; TRHR agonist: -0.6; D2 antagonist: 1; mIDH1 inhibitor: -1%; D2 agonist: 0.2

How did COC(=O)[C@H](CCSC)NC(=O)Nc1ccc(OC)cc1 do in these assays?
TrxR1 substrate: 1%; TrxR1 inh: 4%; TRHR PAM: 4; USP1 inh: -8%; Pin1 inhibitor: 0%; TRHR agonist: 0.9; D2 antagonist: 10; mIDH1 inhibitor: 1%; D2 agonist: 0.0

How did Cc1ccc(CSCCNC(=O)c2ccc(NS(C)(=O)=O)cc2)cc1 do in these assays?
TrxR1 substrate: 3%; TrxR1 inh: 13%; TRHR PAM: -6; USP1 inh: -23%; Pin1 inhibitor: 10%; TRHR agonist: -0.9; D2 antagonist: 3; mIDH1 inhibitor: 3%; D2 agonist: 0.2

How did Cc1cc(Br)cc2c(C(=O)NCC3CCCO3)cc(-c3cccs3)nc12 (stereo unspecified) do in these assays?
TrxR1 substrate: -9%; TrxR1 inh: -6%; TRHR PAM: -5; USP1 inh: -3%; Pin1 inhibitor: -5%; TRHR agonist: 0.7; D2 antagonist: 4; mIDH1 inhibitor: 3%; D2 agonist: -0.2

Results for CCOC(=O)c1c(C)[nH]c(C(=O)NCc2ccccc2OC)c1C ?
TRHR PAM: -4; TRHR agonist: -1.5; D2 antagonist: -4; D2 agonist: -1.7

How did Cc1cc(N)n2ncc(-c3cccc(Br)c3)c2n1 do in these assays?
TrxR1 substrate: 65%[activator]; TrxR1 inh: 19%; TRHR PAM: 5; USP1 inh: -3%; Pin1 inhibitor: inconclusive; TRHR agonist: -0.2; D2 antagonist: -6; mIDH1 inhibitor: 4%; D2 agonist: 0.1

What do the screens show for `Cc1ccc(Sc2ccc([N+](=O)[O-])cc2[N+](=O)[O-])nc1`?
TrxR1 substrate: -3%[57.1 µM]; TrxR1 inh: -39%; TRHR PAM: -8; USP1 inh: 0%; Pin1 inhibitor: -8%; TRHR agonist: 0.2; D2 antagonist: -3; mIDH1 inhibitor: 14%; D2 agonist: 0.3

What do the screens show for `CCCN(CC(=O)Nc1ccccc1C)C(=O)CC(NC(=O)c1ccccc1)c1ccccc1` (stereo unspecified)?
TrxR1 substrate: -4%; TrxR1 inh: 5%; TRHR PAM: 16; USP1 inh: -21%; Pin1 inhibitor: 0%; TRHR agonist: -0.2; D2 antagonist: 2; mIDH1 inhibitor: 8%; D2 agonist: -0.9

Results for O=C(Nc1cc(C(F)(F)F)ccc1N1CCCC1)c1cccnc1 ?
TrxR1 substrate: -3%; TrxR1 inh: 9%; TRHR PAM: 13; USP1 inh: -7%; Pin1 inhibitor: 3%; TRHR agonist: 0.0; D2 antagonist: 12; mIDH1 inhibitor: -4%; D2 agonist: -1.2

What do the screens show for `CC(=O)Nc1ccc2nc(SCCOc3ccccc3Cl)sc2c1`?
TrxR1 substrate: -1%; TrxR1 inh: 4%; TRHR PAM: 4; USP1 inh: -9%; Pin1 inhibitor: inconclusive; TRHR agonist: 0.6; mIDH1 inhibitor: -4%

Results for CC(=O)c1ccc(Nc2c(C)n(C)n(-c3ccccc3)c2=O)cc1 ?
TrxR1 substrate: -6%[57.1 µM]; TrxR1 inh: -5%[57.1 µM]; TRHR PAM: 3; USP1 inh: -2%; Pin1 inhibitor: 6%; TRHR agonist: 0.5; D2 antagonist: -8; mIDH1 inhibitor: 0%; D2 agonist: -0.2

Two consecutive entries out of the list so far:
What do the screens show for `CC(=O)Nc1ccc2nc(SCCOc3ccccc3Cl)sc2c1`?
TrxR1 substrate: -1%; TrxR1 inh: 4%; TRHR PAM: 4; USP1 inh: -9%; Pin1 inhibitor: inconclusive; TRHR agonist: 0.6; mIDH1 inhibitor: -4%

Results for CC(=O)c1ccc(Nc2c(C)n(C)n(-c3ccccc3)c2=O)cc1 ?
TrxR1 substrate: -6%[57.1 µM]; TrxR1 inh: -5%[57.1 µM]; TRHR PAM: 3; USP1 inh: -2%; Pin1 inhibitor: 6%; TRHR agonist: 0.5; D2 antagonist: -8; mIDH1 inhibitor: 0%; D2 agonist: -0.2
